Source: PubChem BioAssay
JMJD2A Tudor: inhibitors of human JMJD2A Tudor domain | O75164 | AlphaScreen JMJD2A-Tudor / H3K4me3 peptide binding | Potency, µM (highest dose often 114 µM), for inactives: at the highest dose activity change, negative = inhibition, usual class: inhibitors | hit rate 4.4% among 390,000; also: % is scaled to controls: 0 for no effect and ±100 for the full control effect; nearly all actives have a fitted effect of over 50% in size
Pol iota inh: DNA polymerase iota (human) inhibition; Pol iota fluorescent replication assay, 10 min; hit rate 1% among 390,000; Potency, µM (top dose mostly 115 µM), for inactives: at the highest dose activity, negative = inhibition, actives largely listed as inhibitors; Q9UNA4; AID 588590
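Pol iota at 10 nM preincubated 15 min with compounds at room temperature; reaction started with fluorescent substrate, 50 nM final. Fluorescence read kinetically at 0 and 10 min; buffer-only wells as negative control.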
POLH inh: inhibitors of human DNA polymerase eta; recombinant Pol eta, fluorescent DNA replication assay; hit rate 1.2% among 390,000; Potency, µM (titrated, usually from 114 µM), inactives show top-dose activity change, negative = inhibition, actives largely listed as inhibitors; Q9Y253; also: % is scaled to controls: 0 for no effect and ±100 for the full control effect
Target sequence (Q9Y253 whole entry, looked up): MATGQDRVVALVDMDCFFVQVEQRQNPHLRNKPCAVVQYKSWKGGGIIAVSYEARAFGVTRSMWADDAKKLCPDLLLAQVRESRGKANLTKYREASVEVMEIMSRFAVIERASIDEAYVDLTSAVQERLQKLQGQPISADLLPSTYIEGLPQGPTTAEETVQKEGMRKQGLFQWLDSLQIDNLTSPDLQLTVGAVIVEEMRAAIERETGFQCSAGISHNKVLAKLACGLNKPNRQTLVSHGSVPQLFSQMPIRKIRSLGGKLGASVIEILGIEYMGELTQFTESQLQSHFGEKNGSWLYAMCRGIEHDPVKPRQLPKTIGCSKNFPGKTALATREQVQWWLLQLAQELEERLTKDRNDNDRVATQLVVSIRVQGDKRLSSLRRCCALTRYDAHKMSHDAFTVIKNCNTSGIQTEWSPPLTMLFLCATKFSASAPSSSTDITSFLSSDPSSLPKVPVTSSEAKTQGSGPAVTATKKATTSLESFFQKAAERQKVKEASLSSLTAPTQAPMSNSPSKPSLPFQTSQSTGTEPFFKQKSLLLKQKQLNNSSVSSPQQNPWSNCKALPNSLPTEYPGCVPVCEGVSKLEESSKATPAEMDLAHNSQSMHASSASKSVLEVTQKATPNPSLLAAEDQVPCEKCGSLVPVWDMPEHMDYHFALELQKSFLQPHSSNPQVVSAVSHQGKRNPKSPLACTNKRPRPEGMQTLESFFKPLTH
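Pol eta (10 nM) was preincubated with compounds for 15 min at room temperature, after which fluorescent replication substrate (50 nM final) was added to start the reaction. Fluorescence was read kinetically at 0 and 10 min.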
POLK inh: inhibitors of human DNA polymerase kappa; purified Pol kappa, fluorescent DNA synthesis assay, 10 min; Q9UBT6; hit rate 0.53% among 400,000; Potency, µM (series often up to 107 µM), for the others: top-dose activity, negative = inhibition, usual class: inhibitors; also: % is scaled to controls: 0 for no effect and ±100 for the full control effect
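Fluorescent qHTS in 1536-well format: enzyme (10 nM) and compound sat 15 min at room temperature before 50 nM substrate (final) was added. Signal taken at 0 and 10 min; no-enzyme buffer wells were negative controls.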
BAZ2B block: BAZ2B (human) inhibition | AlphaScreen BAZ2B-H3K14Ac peptide displacement | hit rate 4.4% among 360,000 | AID 504333 | Potency, µM (top dose mostly 114 µM), for the others: top-dose activity change, negative = inhibition, actives largely listed as inhibitors | Q9UIF8; also: % is scaled to controls: 0 for no effect and ±100 for the full control effect; nearly all actives have a fitted effect of over 60% in size
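Complex of BAZ2B and biotin-H3K14Ac (50 nM apiece) forms over 30 min at RT, then faces library compounds up to 110 uM for another 30 min; AlphaScreen beads added, 20 min dark incubation, luminescence read.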
Pol beta inh: blocks human DNA polymerase beta activity; P06746; Pol beta primer extension/strand displacement, fluorescence kinetic; Potency, µM (highest dose often 114 µM), for inactives: at the highest dose activity change, negative = inhibition, usual class: inhibitors; hit rate 1.3% among 340,000; also: % is scaled to controls: 0 for no effect and ±100 for the full control effect
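Kinetic readout of DNA synthesis with strand displacement by Pol beta. Compound and 10 nM enzyme sit 15 min at room temperature; 50 nM substrate starts the reaction, read immediately and at 10 min.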
APE1 inh: blocks human APE1 abasic DNA cleavage; AID 2517; Potency, µM (doses to about 65.8 µM), for inactives: at the top dose activity change, negative = inhibition, most hits filed as inhibitors; recombinant APE1, TAMRA/BHQ-2 abasic DNA cleavage fluorescence; hit rate 0.35% among 350,000; P27695;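 also: plate controls were vehicle for no effect and reference inhibitor for full effect; nearly all actives have a fitted effect of over 55% in size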
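APE1 at 0.75 nM final was preincubated with compound 15 min at room temperature, then 50 nM double-stranded THF abasic-site substrate (5'-TAMRA/3'-BHQ-2) was added. Fluorescence (ex 525/em 598 nm) was read kinetically; third-minus-first read gave activity.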
BLM helicase inh: inhibitors of human Bloom syndrome helicase BLM; recombinant BLM DNA unwinding, fluorescence dequenching; P54132; hit rate 0.2% among 350,000; Potency, µM (highest dose often 56.1 µM), inactives show top-dose activity change, negative = inhibition, actives largely listed as inhibitors; AID 2528;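 also: plate controls were vehicle for no effect and no enzyme for full effect; nearly all actives have a fitted effect of over 35% in size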
G9a block: inhibitors of human histone lysine methyltransferase G9a; AID 504332; Potency, µM (doses to about 102 µM), for inactives: top-dose activity, negative = inhibition, actives largely listed as inhibitors; G9a H3K9 monomethylation, AlphaScreen, 2 h; Q96KQ7; hit rate 8.8% among 350,000; also: % is scaled to controls: 0 for no effect and ±100 for the full control effect; nearly all actives have a fitted effect of over 75% in size
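AlphaScreen detection with an anti-monomethyl H3K9 antibody quantified product after a 2 h room-temperature reaction containing 500 nM biotinylated H3K9 peptide, 20 µM SAM and 20 nM enzyme, which had been preincubated 15 min with compound.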
* marks the source's active call; other numbers are inactive results; u = inconclusive; x = not tested or not shown; & = joins results of further samples; [ ] = dose if it differs, or a comment. Calls follow the shape of the dose curve; as a rule, active = well fitted curve in the direction sought with a large enough effect; inconclusive = small, poorly fitted or top-dose-only effect, or another doubt; inactive = no such curve, though single readings can be large; an effect the other way counts as inactive or inconclusive. Potency is read from the fitted curve at half-maximal effect. These rows are one share of the data; the hit share may differ from the screen's.

entry | compound | JMJD2A Tudor | Pol iota inh | POLH inh | POLK inh | BAZ2B block | Pol beta inh | APE1 inh | BLM helicase inh | G9a block
1 | Cc1ccccc1-n1c(/C=C/c2ccccn2)nc2ccccc2c1=O | -14% | -4% | -6% | 0% | -5% | -19% | 18% | -3% | 9%
2 | Cc1cc(C)cc(NC(=S)NC2CC3CCC(C2)N3Cc2ccco2)c1 (stereo unspecified) | -26% | 8% | -3% | -16% | u | 12% | 0% | 1% | 9%[12.7 µM]
3 | CC(C)CN1CC[C@@]2(CCCN(C(=O)c3ccncc3)C2)C1 | x | x | x | -5%[60.1 µM] | x | x | 7% | 4% | 8%[12.7 µM]
4 | Cc1cc(C)c(N)cc1C | -23% | u | -11% | -5% | -8% | x | 4%&0% | x | -1%[0.501 µM]
5 | CCS(=O)(=O)N1CCN(C2CCC(C)CC2)CC1 (stereo unspecified) | 6.3µM* | u | -14% | -9%[60.1 µM] | 56µM* | 9% | 12% | 0% | 5.6µM*
6 | COc1cccc(C2(O)CCSCC2CN(C)C)c1 (stereo unspecified) | -19% | 17% | -17% | -10% | 1% | 26% | -6% | 3% | -4%[59 µM]
7 | O=C(c1cccc(Cl)c1)C1CCCN(Cc2ccon2)C1 (stereo unspecified) | 3% | -9% | -3% | 2% | 0% | 39% | -5% | -4% | 1%[0.501 µM]
8 | c1ccc2c(CCNCc3ccc4c(c3)OCO4)c[nH]c2c1 | u | 5% | -6% | -7% | u | -20% | 5% | 20% | u
9 | CCOP(=O)(OCC)C1(O)C(=O)Nc2ccc(Br)cc21 (stereo unspecified) | -11% | 45%[activator] | u | -6% | -5% | 33% | 3% | 0% | 18µM*
10 | CCN(CCNc1ccc([N+](=O)[O-])c2cccnc12)S(=O)(=O)c1ccccc1 | -7% | 64%[activator] | -11% | 0% | 2% | 12%[57.1 µM] | 3% | 4% | -4%
11 | O=C1CN=C(c2ccccc2Cl)c2cc(Br)ccc2N1 | -17% | 41%[activator] | -21% | -6% | x | x | x | x | x
12 | CCOP(=O)(OCC)C(c1ccccc1)N(C)C=O (stereo unspecified) | -13% | -6%[58.9 µM] | -8% | 5% | 0% | 2% | -6% | 1% | -30%
13 | COc1ccc(NC(=O)CCc2nc(C3=CCN(Cc4cccc(C)c4)CC3)no2)c(OC)c1 | u | -8% | -4% | -5%[60.1 µM] | -32% | 16% | x | -4% | u
14 | CC[C@H]1CN(C)CCc2c([nH]c3ccccc23)C(=O)C[C@@H]1/C(=C\OC)C(=O)OC | -13% | -2% | -12% | 17% | x | x | x | x | x
15 | CCCCn1c(O)c(C(C)=NCCN2CCOCC2)c(=O)[nH]c1=O | -9% | -3% | -9% | 3% | 13% | 6% | 1% | -7% | 22µM*

Reformatted field by field: part of the list above
[6] COc1cccc(C2(O)CCSCC2CN(C)C)c1 (stereo unspecified)
  JMJD2A Tudor: -19%	Pol iota inh: 17%	POLH inh: -17%	POLK inh: -10%	BAZ2B block: 1%	Pol beta inh: 26%	APE1 inh: -6%	BLM helicase inh: 3%	G9a block: -4%[59 µM]
[7] O=C(c1cccc(Cl)c1)C1CCCN(Cc2ccon2)C1 (stereo unspecified)
  JMJD2A Tudor: 3%	Pol iota inh: -9%	POLH inh: -3%	POLK inh: 2%	BAZ2B block: 0%	Pol beta inh: 39%	APE1 inh: -5%	BLM helicase inh: -4%	G9a block: 1%[0.501 µM]
[8] c1ccc2c(CCNCc3ccc4c(c3)OCO4)c[nH]c2c1
  JMJD2A Tudor: u	Pol iota inh: 5%	POLH inh: -6%	POLK inh: -7%	BAZ2B block: u	Pol beta inh: -20%	APE1 inh: 5%	BLM helicase inh: 20%	G9a block: u

Continuation:
entry | compound | JMJD2A Tudor | Pol iota inh | POLH inh | POLK inh | BAZ2B block | Pol beta inh | APE1 inh | BLM helicase inh | G9a block
16 | CN1CC[C@]2(c3cccc(O)c3)Cc3nc4ccccc4cc3C[C@H]2C1 | x | x | x | x | -12% | 32% | 20% | 3% | 7%[59 µM]
17 | CC(Oc1cc2oc(=O)c3c(c2cc1Cl)CCCC3)C(=O)NCc1ccccn1 (stereo unspecified) | -32% | 16% | 13% | 0% | -7%[57.1 µM] | -13% | 42% | 1% | u
18 | O=C1NC(=O)C(=Cc2ccc(-c3ccc(Cl)cc3)o2)C(=O)N1 | u | 11µM* | 79µM* | -4% | u | 43% | -12% | 0% | 6.3µM*
19 | Cc1cc(NC(=O)CCl)on1 | 2% | 20% | -10% | 4% | -24% | 7% | 9% | -1% | -30%
20 | COc1ccc(N2CCN(C(=O)C3CCCN(S(=O)(=O)c4ccc5c(c4)CCCN5C(C)=O)C3)CC2)cc1 (stereo unspecified) | u | 15% | -20% | -5%[60.1 µM] | u | 8% | x | -1% | u
21 | C[N+](C)(C)CC(=O)Nc1ccc(Cl)cc1C(=O)c1ccccc1 | -11% | 109%[activator] | -2% | -2% | 2% | 17% | 4% | 2% | u
22 | COC(=O)C1=C(c2cccc(OCc3ccccc3)c2)C[C@@H]2CC[C@H]1N2C(=O)NCc1ccccc1C(F)(F)F | -12% | -1% | -11% | -25% | 6% | x | -9% | x | -9%[2.33 µM]
23 | CCC(C)c1ccc(N2C(=O)NC(=O)/C(=C/c3cccn3CCOc3ccc(C)cc3)C2=O)cc1 (stereo unspecified) | -25% | 35µM* | 7% | -74% | -9% | 11% | -4% | -8% | 27%[59 µM]
24 | CC(=O)Nc1ccc(OC(=O)N(C)c2ccc(C)cc2)cc1 | 5% | 18% | -8% | 2% | 2% | -2% | 19% | 0% | 38%
25 | CC(O)(CS(=O)(=O)c1cccc(C(F)(F)F)c1)C(=O)Nc1cccc(C(F)(F)F)c1 (stereo unspecified) | -3% | u | -17% | -10% | 5% | 30% | 1% | -9% | 16%
26 | CCN(CC(=O)Nc1ccc(C#N)c(Cl)c1)CC(=O)NC1CCS(=O)(=O)C1 (stereo unspecified) | -7% | 18% | -1% | -8% | 13% | x | -9% | x | -38%
27 | CN(C)c1ccc(P(=O)(Nc2ccc([N+](=O)[O-])cc2)N2CCOCC2)c(NC(=O)c2cccs2)c1 (stereo unspecified) | -27% | 37% | -8% | -1% | u | 2% | 3% | -6% | 45µM*
28 | O=C(Nc1nc2ccccc2s1)c1cccn(Cc2ccccc2)c1=O | -23% | -12% | -7% | 1%[60.1 µM] | -6% | 3% | x | -2% | 4%[59 µM]
